Rac1 wt modul = alters GTP binding to wildtype human Rac1. P63000. GST-Rac1 beads, fluorescent GTP binding, flow cytometry; actives lie on both sides; 0 = cold GTP competed, 100 = untreated. GTP binding activity (% of control), % at 10 µM. hit rate 0.27% among 190,000. AID 757;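 active = GTP binding activity at least 20 points away from the 100% control level, either lower or higher; inconclusive = compound flagged as likely green fluorescent, judged across all proteins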
GSH bead fluor = compound fluoresces at 488/530 nm on GSH beads; fluorescence (KMESF) at 10 µM; GSH beads flow cytometry, compound fluorescence 488/530 nm; hits give high values; hit rate 0.25% among 190,000; in the data active = fluorescence above about 89;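 also: glutathione beads carrying GST-tagged Bcl family fusion proteins plus one bare bead set; values are compound well signal with DMSO vehicle wells as background; inactives centre near 16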
HRas wt GTP bind = human HRas wildtype GTP binding, change in either direction; P01112; GST-Ras wt beads, Bodipy-FL-GTP binding, flow cytometry; actives lie on both sides; GTP binding activity, % at 10 µM; hit rate 0.14% among 190,000;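 active = GTP binding activity at least 20% away from the 100% baseline, either lowered as inhibitor or raised as activator; inconclusive = flagged as likely green fluorescent, judged across all proteins in the well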;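 also: 0% = unlabeled GTP competition control and 100% = no-compound control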
Target sequence (P01112 whole entry, looked up): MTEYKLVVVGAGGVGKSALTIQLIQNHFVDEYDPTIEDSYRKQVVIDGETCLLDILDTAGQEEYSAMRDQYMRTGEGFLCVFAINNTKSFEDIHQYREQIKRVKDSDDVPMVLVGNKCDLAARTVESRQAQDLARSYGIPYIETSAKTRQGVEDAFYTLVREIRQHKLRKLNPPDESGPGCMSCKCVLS
Cdc42 wt GTP = human Cdc42 wildtype GTP binding change, either direction | hit rate 0.2% among 190,000 | GST-Cdc42 beads, Bodipy-GTP binding, flow cytometry; actives lie on both sides | AID 761 | P60953 | percent activity (GTP binding), % at 10 µM;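 active = percent activity GTP binding at least 20 points away from the 100% baseline, either down as inhibitor or up as activator; inconclusive = compound flagged as likely green fluorescent from well-wide comparison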;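 also: median bead fluorescence of bound Bodipy-FL-GTP at 100 nM; 0% = excess unlabeled GTP control and 100% = no compound control; below 100% means less GTP binding so inhibitor and above means activator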
Target sequence (P60953 whole entry, looked up): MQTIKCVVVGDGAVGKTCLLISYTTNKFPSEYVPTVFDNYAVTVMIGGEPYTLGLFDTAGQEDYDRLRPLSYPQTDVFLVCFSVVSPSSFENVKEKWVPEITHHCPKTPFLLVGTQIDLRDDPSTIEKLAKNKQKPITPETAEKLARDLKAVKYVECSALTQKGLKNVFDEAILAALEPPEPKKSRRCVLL
ABCB1 inh = inhibitors of human ABCB1 transporter, ABCG2 counter-screen; P08183; CCRF-Adr cells, JC-1 efflux, flow cytometry; inhibition, % at 6.6 µM; hit rate 0.067% among 190,000; in the data active = inhibition above about 40%;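 also: 0% = vehicle and 100% = reference inhibitor; higher value means more JC-1 retained so stronger ABCB1 efflux block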
Pf gamet viab = P. falciparum stage V gametocyte viability inhibition | P. falciparum stage V gametocytes, ATP luminescence, 24 h | inhibition, % at 10.9 µM | hit rate 0.065% among 150,000;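 active = inhibition above the mean plus 3 SD of compounds within the control limits, set per campaign, cut at about 38% in these data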;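 also: 0% = DMSO wells and 100% = medium only without gametocytes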
Rac1 mut GTP = alters GTP binding to activated mutant human Rac1; GST-Rac1 activated beads, fluorescent GTP binding, flow cytometry; actives lie on both sides; 100% means binding = to untreated wells; percent activity (GTP binding), % at 10 µM; hit rate 0.11% among 190,000;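 active = GTP binding at least 20 percentage points away from the 100% baseline, in either direction, so actives lie on both sides; inconclusive = Compound likely fluorescent itself, or too few beads counted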
Avidin bead fluor = compound fluoresces at 488/530 nm on avidin beads. compound fluorescence 488/530 nm, flow cytometry; hits give high values. fluorescence (KMESF) at 10 µM. hit rate 0.38% among 220,000; in the data active = fluorescence above about 47; also: inactives centre near 10
ABCG2 inh = human ABCG2 inhibition, ABCB1 as counter-screen | Q9UNQ0 | IgMXP3 cells, JC-1 efflux, flow cytometry | inhibition, % at 6.6 µM | hit rate 0.1% among 190,000;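 active = inhibition above 80%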;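 also: 0% = DMSO and 100% = nicardipine control wells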
Target sequence (Q9UNQ0 whole entry, looked up): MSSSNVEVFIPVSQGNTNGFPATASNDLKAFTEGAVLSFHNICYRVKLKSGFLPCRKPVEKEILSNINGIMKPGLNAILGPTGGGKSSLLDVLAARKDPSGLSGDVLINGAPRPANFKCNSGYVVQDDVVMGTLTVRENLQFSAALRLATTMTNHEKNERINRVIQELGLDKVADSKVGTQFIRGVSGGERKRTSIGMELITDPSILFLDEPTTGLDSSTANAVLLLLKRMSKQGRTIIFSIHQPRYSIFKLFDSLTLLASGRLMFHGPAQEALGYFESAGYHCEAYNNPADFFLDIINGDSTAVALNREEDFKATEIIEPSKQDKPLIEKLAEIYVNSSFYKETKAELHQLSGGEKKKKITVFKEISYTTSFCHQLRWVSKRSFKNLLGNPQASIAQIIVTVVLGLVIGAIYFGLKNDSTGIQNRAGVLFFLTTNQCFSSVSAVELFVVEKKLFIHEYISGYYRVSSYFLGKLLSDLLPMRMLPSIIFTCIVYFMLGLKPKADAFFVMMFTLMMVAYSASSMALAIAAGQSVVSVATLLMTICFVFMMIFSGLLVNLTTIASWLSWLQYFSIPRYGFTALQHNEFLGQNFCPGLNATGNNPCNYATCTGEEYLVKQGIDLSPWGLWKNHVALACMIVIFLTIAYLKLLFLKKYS
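Test system: IgMXP3 (ABCG2) plus far-red-tagged CCRF-Adr (ABCB1) cells. Reagent: JC-1 dye as substrate. Timing: 10 min exposure at 25 °C with rotation, no wash. Measured by: flow cytometric JC-1 green MFI at 530 nm. Read-out: percent efflux inhibition, scaled nicardipine 100% to DMSO 0%. Control set: nicardipine and DMSO wells.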
Rab2A wt mod = changes GTP binding to wildtype dog Rab2A, up or down. P61105. GST-Rab2 wt beads, Bodipy-GTP binding, flow cytometry. GTP binding activity, % at 10 µM. hit rate 0.19% among 190,000;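 active = GTP binding activity at least 20 points away from 100%, either lowered or raised; inconclusive = signal likely due to the compound's own green fluorescence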;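 also: 0% = beads with excess unlabeled GTP and 100% = no-compound control corrected for plate trend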
Rab7 wt GTP bind = alters GTP binding to wildtype dog Rab7; GST-Rab7 beads, fluorescent GTP binding, flow cytometry; actives lie on both sides; untreated = 100%, excess cold GTP = 0%; hit rate 0.055% among 190,000; GTP binding activity (percent of control), % at 10 µM;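 active = fluorescent GTP binding to Rab7 beads changed by at least 20 points from the 100% baseline, either direction, mostly lower; inconclusive = compound itself probably fluorescent, or too few beads counted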;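 also: median green fluorescence of bound Bodipy-FL-GTP per Rab7 bead population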
An asterisk follows results filed as active; ? = inconclusive; / = no result given.

mol,Rac1 wt modul,GSH bead fluor,HRas wt GTP bind,Cdc42 wt GTP,ABCB1 inh,Pf gamet viab,Rac1 mut GTP,Avidin bead fluor,ABCG2 inh,Rab2A wt mod,Rab7 wt GTP bind
Cc1cc(C(C)(C)C)oc1C(=O)Nc1ccc(CC(=O)O)cc1,111,239*,103,104,0.3,/,99,4,2,101,101
CCC1(C)Cc2c(sc3nc(SC)n(Cc4ccccc4)c(=O)c23)CO1 (stereo not given),105,10,104,105,1.2,/,99,15,2,103,101
C=CCSc1nccc(=O)[nH]1,104,8,100,100,1.3,16,99,3,3,97,98
Cc1ccc(-c2nnc3sc(-c4ccncc4)nn23)cc1,96,13,99,95,1.6,/,98,14,35,99,101
COC(=O)c1c(NC(=O)COC(=O)CNC(=O)c2ccco2)sc(C)c1C,99,8,97,97,0.5,-11,97,8,8,98,94
Cc1ccc(S(=O)(=O)NC2=NCN(CCN3CCOCC3)CN2)cc1,103,21,104,105,0.1,/,99,8,2,105,100
C=CCc1cc(C)ccc1OCCCC(C(=O)OCC)C(=O)OCC,107,14,104,104,0.5,0,101,5,4,104,108
CC1S/C(=N/N=C/c2ccco2)NC1=O (stereo not given),97,17,99,99,-0.2,12,97,22,2,99,100
CCCC1C2CN(C(C)C)CC=C2C(C#N)=C(N)C1(C#N)C#N (stereo not given),99,22,96,100,0.4,/,96,44,1,96,96
O=C(O)CSc1nnc(COc2cccc3cccnc23)n1-c1cccc(C(F)(F)F)c1,98,15,94,94,2.2,5,93,11,13,95,92
CCn1c(-c2cc(OC)c(OC)c(OC)c2)n[nH]c1=S,99,39,94,97,-0.6,/,92,9,25,98,99
COc1ccc(CNC(=O)CN(C(=O)CCC(=O)Nc2ccccn2)c2cccc(C)c2)cc1,101,13,98,98,-0.1,-9,99,12,11,98,96
O=S(=O)(NC1=NCCCCC1)c1ccc2ccccc2c1,104,6,104,103,0.2,-6,102,3,0,99,104
Cc1ccc(S(=O)(=O)N2CCC(=O)N(CCOCc3cccc(F)c3)CC2)cc1,102,18,98,100,1.3,8,94,10,3,98,93
COc1cccc(CN(C(=O)c2ccco2)C(C(=O)NC2CCCC2)c2cccnc2)c1 (stereo not given),106,13,103,104,0.1,/,101,11,0,100,101
Cc1nn(C(=O)c2ccco2)c(C)c1Br,103,23,100,97,0.0,/,96,24,13,98,101
CCc1ccc(NC(=O)c2ccccc2SC)cc1,97,18,98,95,-0.3,-9,95,8,0,99,103
O=c1c(N2CCOCC2)nsnc1N1CCOCC1,102,7,100,100,0.5,-2,97,14,1,100,98
COc1ccc(C(=O)NC(NC(=O)c2ccc(OC)cc2)c2ccccc2F)cc1,104,15,96,96,0.2,10,95,10,4,99,98
CC(C)CC1=NN2C(=N)/C(=C\c3coc4ccccc4c3=O)C(=O)N=C2S1,92,7,92,92,1.0,8,90,14,6,92,91
CC(C)c1cccc(C(C)C)c1NC(=O)Cn1c(=O)cnc2ccccc21,98,8,100,99,/,-6,98,14,6,98,98
CC(C)(C)c1[nH]nc2c1C(Cc1ccccc1)C(C#N)=C(N)O2 (stereo not given),94,42,97,95,0.3,-4,96,14,2,95,93
O=C(CSc1ncn[nH]1)N1CCOCC1,96,15,97,96,0.7,18,98,12,1,96,95
CC(C)Oc1cccc(C(=O)NC(=S)Nc2cccc(C(F)(F)F)c2)c1,96,39,98,96,-0.3,5,90,13,3,96,97
Fc1ccccc1-n1cc(-c2ccccc2)[nH]c1=S,100,12,99,100,-0.2,12,98,12,2,101,98
CCN(CC)C(=O)C(C)N(C#N)c1nc(NC(C)C)nc(NC(C)C)n1 (stereo not given),103,15,104,102,0.1,3,99,8,1,101,103
COc1ccc(OC)c2[nH]c(=O)c(CCNC(=O)c3cccs3)cc12,102,10,98,95,1.2,/,93,10,10,100,112
CCOC(=O)c1ccc(NC(=O)CSc2nc3sc(C(=O)O)c(C)c3c(=O)[nH]2)cc1,88,11,88,86,-1.2,0,86,10,-2,88,93
CCOC(=O)c1ccc(N2C(=O)C3C(/C=C/c4ccccc4)OC4(C(=O)c5ccccc5C4=O)C3C2=O)cc1 (stereo not given),98,21,100,97,1.0,-17,99,14,12,100,100
O=c1[nH]c2ccccc2nc1/C=C/c1ccccc1,96,18,97,96,1.5,0,98,6,2,99,101
CC1(CC(=O)N/N=C/c2ccc(OCc3ccc(Cl)cc3Cl)cc2)OCCCO1,100,29,101,100,-0.1,-4,98,16,1,100,102
CCN(CC)S(=O)(=O)c1ccc(OC)c(NC(=O)CSc2cc(Cl)ccc2Cl)c1,102,4,100,101,0.4,-1,97,12,5,97,100
COc1ccc(C(=O)N2CCCCC2)cc1S(=O)(=O)Nc1ccccc1,?,34,?,?,0.7,/,?,10,4,?,?
S=C(c1ccc2c(c1)OCO2)N1CCCCCC1,101,37,99,102,0.1,17,96,4,0,99,96
CCCn1nc(C(=O)NCCN2CCOCC2)c2ccccc2c1=O,110,24,107,104,0.6,11,102,11,7,105,104
CC(C)=CCCC1=CCC(/C=N/NC(N)=O)C(C)C1 (stereo not given),99,14,98,97,0.6,5,98,15,5,99,96
COc1ccc(N=Cc2cccc(C)c2O)cc1Cl,106,10,101,105,0.6,-42,101,9,13,102,101
Cc1ccc(OCC(O)CN2C(=O)NC(C)(C)C2=O)c(C)c1 (stereo not given),101,17,103,105,2.5,-8,97,11,17,103,102
COc1cccc(NC(=S)N(CCc2ccc(OC)c(OC)c2)Cc2ccccn2)c1,100,10,96,99,4.0,13,96,13,15,93,95
COc1ccc(N2CCN(Cc3cc(=O)oc4cc(C)c(Cl)c(C)c34)CC2)cc1,98,21,96,99,1.0,21,98,18,2,99,99
O=C(NCc1nc2ccccc2[nH]1)C1=C[C@H](c2ccc3c(c2)OCO3)C[C@H](OCCCCO)O1,95,20,96,97,0.7,-34,96,6,3,97,100
CCOC(=O)C1CCN(C(=O)CC(NS(=O)(=O)c2ccc(OC)cc2)C(C)C)CC1 (stereo not given),93,9,97,96,0.9,/,99,13,2,102,99
FC(F)(F)c1ccc(Oc2ccc3cc(Br)ccc3c2)nc1,101,17,99,101,0.2,-8,97,7,1,97,97
COc1ccc(C(=O)NC2CCN(C(=O)NC3CCCCC3)CC2)cc1,104,35,103,105,-1.5,11,100,6,1,102,101
O=[N+]([O-])c1cc(/C=N/O)ccc1N1CCCC1,88,11,91,91,0.4,18,93,6,10,94,99
O=C(NCc1n[nH]c(=S)n1-c1ccc([N+](=O)[O-])cc1)c1ccc(S(=O)(=O)N2CCOCC2)cc1,101,18,96,97,-0.1,-12,96,10,1,96,95
O=C(CN1CCN(c2ccccn2)CC1)Nc1ccccc1,101,16,101,103,1.3,/,99,9,4,102,99
CSc1ccccc1NC(=O)c1cc(-c2cccs2)on1,105,10,102,102,0.2,/,99,22,1,102,103
Cc1noc(C)c1S(=O)(=O)N1CCC(C(=O)NCCN2CCC(C)CC2)CC1,99,8,99,97,-0.1,/,95,10,0,97,97
CCOc1ncccc1C(=O)N(C)CC(=O)Nc1ccc(F)cc1,103,14,99,99,1.1,3,100,6,19,97,98
COCc1cc(C)c2c(N)c(C#N)sc2n1,98,28,99,100,0.5,-15,98,12,7,99,98
COC(=O)C1=NNC2C(=O)N(c3ccc(C)cc3)C(=O)C12 (stereo not given),102,15,100,100,0.1,0,98,11,-1,99,98
O=C(CCSCCC(=O)NCc1ccccc1)NCc1ccccc1,103,33,103,99,2.0,/,99,14,6,103,107
Cc1c(C(=O)O)cccc1-c1ccc(C=O)o1,102,13,103,100,0.2,-16,100,11,2,101,100
CN=c1scc(-c2ccc(Br)cc2)n1C,95,38,96,91,0.0,-7,96,5,2,96,96
COc1ccc(N(C(=O)c2ccco2)C(C(=O)NC2CCCC2)c2ccc(N(C)C)cc2)cc1OC (stereo not given),103,19,98,97,1.0,/,96,35,6,98,96
CSc1ccc(CNc2ccc(C)c(C)c2)cc1,101,25,98,98,0.3,4,95,10,10,97,99
NC(=O)C1c2ccccc2CSc2ccccc21 (stereo not given),105,18,99,103,-0.1,6,100,25,-5,100,102
O=C(O)COc1ccc(/C=N/n2cnc3scc(-c4cccs4)c3c2=O)cc1,100,15,99,102,0.3,17,99,17,4,97,101
COc1ccc(N2C(=O)CSC23C(=O)Nc2ccccc23)cc1OC (stereo not given),99,25,98,99,0.6,/,98,29,8,97,97

In another format: two of the compounds above
O=C(CN1CCN(c2ccccn2)CC1)Nc1ccccc1
  Rac1 wt modul = 101
  GSH bead fluor = 16
  HRas wt GTP bind = 101
  Cdc42 wt GTP = 103
  ABCB1 inh = 1.3
  Pf gamet viab = /
  Rac1 mut GTP = 99
  Avidin bead fluor = 9
  ABCG2 inh = 4
  Rab2A wt mod = 102
  Rab7 wt GTP bind = 99
CSc1ccccc1NC(=O)c1cc(-c2cccs2)on1
  Rac1 wt modul = 105
  GSH bead fluor = 10
  HRas wt GTP bind = 102
  Cdc42 wt GTP = 102
  ABCB1 inh = 0.2
  Pf gamet viab = /
  Rac1 mut GTP = 99
  Avidin bead fluor = 22
  ABCG2 inh = 1
  Rab2A wt mod = 102
  Rab7 wt GTP bind = 103

Following part:
mol,Rac1 wt modul,GSH bead fluor,HRas wt GTP bind,Cdc42 wt GTP,ABCB1 inh,Pf gamet viab,Rac1 mut GTP,Avidin bead fluor,ABCG2 inh,Rab2A wt mod,Rab7 wt GTP bind
CCC(C)[C@H](N)c1nnc(SCC(=O)c2ccc(Cl)cc2)o1 (stereo not given in full),107,27,101,103,0.0,2,101,5,0,100,99
OCC(O)/C=N/Nc1nc2ccccc2s1 (stereo not given),99,23,97,100,0.6,2,96,8,7,96,93
Cc1ccc(NC(=O)N2CCc3ccccc32)cc1C,99,12,100,98,0.7,28,95,9,15,102,108
Cn1cc(CN2CCC(C(O)CCc3ccccc3)CC2)c(-c2ccccc2F)n1 (stereo not given),96,18,97,97,2.0,9,94,7,2,97,101
CCCN1C(=O)c2cc(C(=O)Nc3ccc(OC)cc3OC)ccc2C1Nc1ccc(OC)cc1OC (stereo not given),90,15,91,90,2.5,/,90,6,36,91,90
Cc1cc(C(F)(F)F)nn1C(=O)c1cccnc1Cl,96,6,92,97,0.1,/,93,6,1,95,95
COc1ccc(S(=O)(=O)N2CCCCC2)cc1NC(=O)C1CCCO1 (stereo not given),97,20,96,94,-0.1,9,94,9,1,100,96
COC(=O)c1[nH]c2ccc(Br)cc2c1NC(=O)Oc1ccccc1,99,23,103,102,0.2,/,99,11,1,103,98
Cc1occc1C(=O)N/N=C/c1ccc(Cl)c([N+](=O)[O-])c1,104,10,100,99,0.2,-2,100,6,10,100,104
